High-throughput results as filed in PubChem BioAssay.
VLA-4 antagonist = inhibitors of LDV-FITC ligand binding to Mn2+-activated human VLA-4 integrin; 24,000 compounds, 0.2% hits; inhibition, % at 10 µM (by protocol); Jurkat cells, LDV-FITC binding with Mn2+, flow cytometry; 100% = Mn2+-driven binding gain fully reversed;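 active means inhibition above 50%; inconclusive means compound itself fluorescent, judged against control cell fluorescence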;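 further: 0% = Mn2+ stimulated cells lacking compound and 100% = ligand binding without Mn2+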
Target sequence (P13612 whole entry, looked up): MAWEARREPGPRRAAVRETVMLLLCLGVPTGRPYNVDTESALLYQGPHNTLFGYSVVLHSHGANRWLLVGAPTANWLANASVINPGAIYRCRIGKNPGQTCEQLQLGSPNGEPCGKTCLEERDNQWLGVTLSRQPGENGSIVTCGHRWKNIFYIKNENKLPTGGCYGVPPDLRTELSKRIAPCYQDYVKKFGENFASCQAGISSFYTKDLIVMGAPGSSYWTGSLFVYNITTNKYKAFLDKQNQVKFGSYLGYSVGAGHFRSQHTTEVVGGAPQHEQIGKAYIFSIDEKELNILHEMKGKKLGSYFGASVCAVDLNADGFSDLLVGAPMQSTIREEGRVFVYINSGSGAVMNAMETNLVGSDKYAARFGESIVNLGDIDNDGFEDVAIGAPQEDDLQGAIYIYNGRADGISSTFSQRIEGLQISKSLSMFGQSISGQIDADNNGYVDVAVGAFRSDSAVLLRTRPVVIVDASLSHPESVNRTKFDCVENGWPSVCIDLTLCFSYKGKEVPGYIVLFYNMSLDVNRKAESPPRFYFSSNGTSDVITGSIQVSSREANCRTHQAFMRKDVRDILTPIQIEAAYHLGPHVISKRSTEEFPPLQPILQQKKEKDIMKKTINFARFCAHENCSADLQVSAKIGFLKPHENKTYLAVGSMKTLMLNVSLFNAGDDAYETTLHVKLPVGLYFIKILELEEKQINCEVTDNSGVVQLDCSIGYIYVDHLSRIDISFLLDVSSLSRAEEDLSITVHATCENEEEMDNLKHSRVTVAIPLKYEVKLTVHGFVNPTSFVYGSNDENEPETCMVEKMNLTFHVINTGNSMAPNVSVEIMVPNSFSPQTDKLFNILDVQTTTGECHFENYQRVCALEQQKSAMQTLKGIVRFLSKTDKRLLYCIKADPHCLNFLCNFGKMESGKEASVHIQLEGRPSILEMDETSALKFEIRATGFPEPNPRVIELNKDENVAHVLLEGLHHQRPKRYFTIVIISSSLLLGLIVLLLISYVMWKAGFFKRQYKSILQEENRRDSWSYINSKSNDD
LNCaP diff act = LNCaP prostate cell differentiation activation; side scatter shift, % at 10 µM; AID 795; 24,000 compounds, 0.56% hits; flow cytometry side scatter, 4 d;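 active means side scatter shift above 30%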;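 further: androgen-responsive LNCaP prostate cancer cells in charcoal-stripped serum medium; percent of cells past a gate set so DMSO wells show 10% shift; higher shift means more granular cells and more differentiation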
Jurkat autofluor = autofluorescence counter-screen for VLA-4 integrin assays. fluorescence ratio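 (tested at 10 µM compound in the well)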. Jurkat cells, compound autofluorescence, flow cytometry; stronger effect = higher value; 1 = vehicle-only cell background. 24,000 compounds, 0.61% hits;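 active means fluorescence ratio above 2.44, which is 1 plus 3 SD of all ratios; inconclusive means signal too bright to measure linearly, ratio around 10 or more; inactive means fluorescence ratio below 2.44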;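 further: green fluorescence of cells measured with 488 nm excitation and 530 nm emission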
VLA-4 agonist = allosterically activates the human VLA-4 integrin; Jurkat cells, LDV-FITC binding, flow cytometry; activation, % at 10 µM (by protocol); 24,000 tested, under 10 active; AID 528;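 active means fluorescent ligand binding to cells raised by more than 40% of the manganese-induced maximum; inconclusive means compound's own fluorescence above 85% of the ligand control signal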;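 further: 0% = ligand binding without compound and 100% = manganese-stimulated maximal binding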
Starred values were filed as active, the others as inactive; ? = inconclusive. Not all compounds are listed (hit frequency here may not be typical).

nr	structure	VLA-4 antagonist	LNCaP diff act
1	CCS(=O)(=O)N1CCC(C(=O)NCc2cccs2)CC1	-6	14
2	CCN(CC)CCNC(=O)CCCCn1c(=S)[nH]c2c([nH]c3ccc(OC)cc32)c1=O	-13	5
3	CC1=CCC(C(C)(C)NC(=O)c2ccccc2)C/C1=N\O (stereo not drawn)	-3	0
4	CCOC(=O)c1c(C)c(C(=O)NCCc2ccc(S(N)(=O)=O)cc2)c(C)n1CC	-28	3
5	Cc1c(NS(=O)(=O)N2CCCC2)c(=O)n(-c2ccccc2)n1C	-1	7
6	Cc1ccc(Cn2ccc(NC(=O)c3cc(-c4ccc5c(c4)OCO5)on3)n2)cc1	3	16
7	C#CCn1c(=NC(=O)CSCC(=O)N2CCOCC2)sc2ccccc21	10	2
8	Cc1noc(/C=C/N(C)C)c1S(=O)(=O)N(C)CC(=O)N1CCc2ccccc21	18	5

nr	Jurkat autofluor	VLA-4 agonist
1	1	1
2	1.1	5
3	1.1	2
4	1	16
5	0.94	5
6	1.1	-5
7	1	0
8	1.1	-6

(more compounds)
nr	structure	VLA-4 antagonist	LNCaP diff act
9	COc1ccc(-n2ncc3c(NCc4ccccn4)ncnc32)cc1	-5	7
10	COc1ccc(C(=O)N2CCN(c3nc4ccccc4o3)CC2)cc1OC	2	15
11	COc1ccccc1-c1cc(C(=O)NC(C)C)no1	2	8
12	O=C1CSC(c2cccnc2)N1C1CCCCC1 (stereo not drawn)	11	1
13	O=C(CN1C(=O)CCSc2ccccc21)Nc1ccc(F)cc1	-1	11
14	Cc1cc(C(=O)O)c(S(C)(=O)=O)s1	?	5
15	Cn1cc(S(=O)(=O)CC(=O)Nc2ccc3c(c2)OCCO3)c2ccccc21	-3	7
16	O=C(O)c1ccc(CN2C(=O)CSC2=S)cc1	-9	15

nr	Jurkat autofluor	VLA-4 agonist
9	1.1	-2
10	0.93	-6
11	1	10
12	1.1	-4
13	1.1	2
14	?	?
15	1.1	3
16	1.1	3

(further entries)
nr	structure	VLA-4 antagonist	LNCaP diff act
17	COc1ccc(C(=O)Oc2c(CN3CCOCC3)cc(Cl)c3cccnc23)cc1OC	11	6
18	CCOc1ccc(-n2c(SC(C)C)nc3c(c2=O)SCC3)cc1	2	6
19	CN(CCNC(=O)C1(O)c2ccccc2NC(=O)N1c1ccccc1)Cc1ccccc1 (stereo not drawn)	-2	3
20	Cc1ccc(C2C(C(=O)c3sc(C)nc3C)=C(O)C(=O)N2CCN(C)C)o1 (stereo not drawn)	-13	3
21	O=C(Cc1ccccc1)Nc1nonc1NC(=O)c1ccccc1	?	8
22	O=C(O)Cc1csc2ccccc12	-26	8
23	Cc1ccc(-c2noc(COc3ccccc3C)n2)cc1	-4	6
24	COc1ccc(-c2ccc(=O)n(Cc3cc(=O)n4ccccc4n3)n2)cc1	?	5

nr	Jurkat autofluor	VLA-4 agonist
17	1	-7
18	1.1	-3
19	0.99	-2
20	1	2
21	1.3	?
22	1	0
23	0.98	-2
24	1	?

Additional structures:
nr	structure	VLA-4 antagonist	LNCaP diff act
25	CC(=O)CCc1oc2ccc(NC(C)=O)cc2c1-c1ccc(C)o1	17	7
26	CSc1nncn1/N=C/c1cc(Cl)ccc1F	-3	4
27	CCn1cc(S(=O)(=O)CC(=O)NC2CCCCC2)c2ccccc21	-1	4
28	COc1ccc(-c2noc(CSc3nc4ccccc4c(=O)n3-c3ccccc3)n2)cc1OC	-2	19
29	C/C(=N\O)C1/C(=N/O)CC2C1C2(C)C (stereo not drawn)	-17	0
30	CC(C)c1nccn1S(=O)(=O)c1cc(Cl)ccc1Cl	-29	6
31	COCCNC(=O)c1cc(-c2ccc(Cl)c(Cl)c2)on1	-1	11
32	CCOc1ccc2nc(Nc3nc4c(c(=O)[nH]3)CCC4)nc(C)c2c1	-9	4

nr	Jurkat autofluor	VLA-4 agonist
25	1.1	-5
26	1.2	-4
27	1.1	0
28	1	-1
29	1.1	1
30	0.9	8
31	1	4
32	1	-1

Additional structures.
nr	structure	VLA-4 antagonist	LNCaP diff act
33	O=C1N2c3ccccc3CCc3cccc(c32)C1(O)C(F)(F)F (stereo not drawn)	-8	6
34	O=C(CN1CCN(c2ccccc2F)CC1)c1ccc2cc[nH]c2c1	5	2
35	CC(C)CN(CC(C)C)S(=O)(=O)N1CCC(C(=O)NCCN2CCOCC2)CC1	20	17
36	CCC1(CC)C(=O)C(C)(C)C(=O)OC1c1cccs1 (stereo not drawn)	-8	4
37	COc1ccc(N2CCN(C(CNS(=O)(=O)c3cc(F)ccc3F)c3cccnc3)CC2)cc1 (stereo not drawn)	-5	2
38	Oc1ccccc1-c1cc(C(F)(F)C(F)F)[nH]n1	-15	7
39	CCOC(=O)N1CCN(C(=O)C2CC(c3ccccc3OC)=NO2)CC1 (stereo not drawn)	6	5
40	CCOc1ccc(N(CC(=O)Nc2ccc(C)c(C)c2)S(=O)(=O)c2c(C)noc2C)cc1	1	7

nr	Jurkat autofluor	VLA-4 agonist
33	0.98	-3
34	0.94	-2
35	1	-4
36	1	-3
37	1.3	-3
38	1	3
39	1.1	1
40	1.1	-8

New compounds follow.
nr	structure	VLA-4 antagonist	LNCaP diff act
41	O=C(CSc1nnnn1C1CCCC1)Nc1cccc(NC(=O)c2ccco2)c1	2	2
42	COCCn1c(Sc2nc(C)cs2)nc2c1c(=O)[nH]c(=O)n2C	-3	6
43	COc1cc(NC(=O)C2CCN(S(=O)(=O)c3cccc4nonc34)CC2)cc(OC)c1	-17	16
44	CCOC(=O)N1CCC(NC(=O)c2sc(-n3cccc3)nc2C)CC1	-1	6
45	CCOC(=O)c1[nH]c2ccc(F)cc2c1NC(=O)C(C)N1CCc2cc(OC)c(OC)cc2C1 (stereo not drawn)	-9	11
46	CCOc1ccc(N2C(=O)c3ccccc3C2O)cc1 (stereo not drawn)	10	14
47	Cc1ccc(S(=O)(=O)Cc2ccc(C(=O)N3CCCCCC3)o2)cc1	5	10
48	O=C(CN1C(=O)CC(c2ccco2)Sc2ccccc21)Nc1ccc2c(c1)OCCO2 (stereo not drawn)	2	16

nr	Jurkat autofluor	VLA-4 agonist
41	1.2	-8
42	0.96	0
43	1.1	-21
44	0.99	5
45	1	-4
46	1.1	-5
47	1	6
48	1.1	-9

(listing goes on)
nr	structure	VLA-4 antagonist	LNCaP diff act
49	CC1=C(C(=O)NCCN2CCN(C)CC2)C2(CCC(C)CC2)OC1=O (stereo not drawn)	0	4
50	COc1ccc(C)cc1S(=O)(=O)N(C)CC(=O)Nc1ccc2c(c1)OCO2	-18	6
51	CCCCN(CC)CCNc1c(N2CCN(C(=O)OCC)CC2)c(=O)c1=O	6	16
52	COc1ccccc1Nc1nc(N)nc(CN2CCN(c3ccccc3F)CC2)n1	-24	6
53	CC(C)C(NC(=O)CC12CC3CC(CC(C3)C1)C2)C(=O)O (stereo not drawn)	14	12
54	Cc1ccc(Cn2nnc(C(=O)Nc3cccc(C)c3C)c2N)cc1	-5	13
55	O=C(CSc1nnc2scc(-c3ccccc3)n12)NCc1ccco1	-17	5
56	O=C(Cn1cnc2ccccc2c1=O)NCCC(=O)N1CCN(Cc2ccccc2)CC1	-15	4

nr	Jurkat autofluor	VLA-4 agonist
49	1	2
50	1	8
51	1	1
52	1.1	2
53	0.9	7
54	1	6
55	1	-5
56	1	-1

Following part:
nr	structure	VLA-4 antagonist	LNCaP diff act
57	CCCCOC(=O)C1=C(C)Nc2nnnn2C1c1ccc(OC)c(OC)c1OC (stereo not drawn)	2	7
58	CCOc1ccc(N(CC(=O)N2CC=C(c3ccccc3)CC2)S(=O)(=O)c2c(C)noc2C)cc1	-2	1
59	Cc1ccc(S(=O)(=O)NCCN(CCNS(=O)(=O)c2ccc(C)cc2)S(C)(=O)=O)cc1	4	10
60	Cc1cc(=O)n(C)c(=O)n1CCCNc1ccccc1	-17	9
61	CCN(CC)S(=O)(=O)c1ccc(C(=O)NCCc2cc3c(OC)ccc(OC)c3[nH]c2=O)cc1	?	9
62	CCCCNc1cc(=O)n(C)c(=O)[nH]1	14	5
63	CC(=O)c1c(C)nc2ccccn12	-18	19
64	COc1ccc(Br)cc1S(=O)(=O)N1CC(C)OC(C)C1 (stereo not drawn)	-12	11

nr	Jurkat autofluor	VLA-4 agonist
57	1.1	3
58	1.1	0
59	1	3
60	1.1	3
61	1.1	?
62	0.96	-2
63	0.96	6
64	1.1	-4

The list goes on.
nr	structure	VLA-4 antagonist	LNCaP diff act
65	Nc1ccc(S(=O)(=O)Nc2ccccn2)cc1	-13	3
66	COc1ccc(N2CCN(C(=O)c3ccc4nc(N5CCCCC5)sc4c3)CC2)cc1	-14	7
67	COc1ccc(Br)c(C(=O)Nn2c(C)nc3ccccc3c2=O)c1	?	8
68	COCCCN1CC23C=CC(O2)C(C(=O)O)C3C1=O (stereo not drawn)	-7	21
69	CCCn1cnc2c(cnn2-c2ccc(F)cc2)c1=O	-17	12
70	Cc1c(C(=O)NCCN2CCOCC2)sc2nc(-c3ccc(F)cc3)cn12	26	2
71	COc1ccc(C2N3CC4(C)CN2CC(C)(C3)C4O)cc1 (stereo not drawn)	10	7
72	O=C(NCc1ccccc1)c1noc2c1CCCCC2	7	8

nr	Jurkat autofluor	VLA-4 agonist
65	1	0
66	1.1	-6
67	1.1	?
68	1	0
69	1	0
70	1.2	-7
71	0.9	7
72	1	2

Next part
nr	structure	VLA-4 antagonist	LNCaP diff act
73	Cc1nnc(C)n1/N=C/c1ccc(C(C)C)cc1	16	18
74	CN(CC(=O)Nc1ccc(F)c(Cl)c1)S(=O)(=O)c1cccc2nsnc12	-9	13
75	COCCCN1C(=O)C(=O)/C(=C(/O)c2ccc(OCC(C)C)cc2C)C1c1cccnc1 (stereo not drawn)	-8	6
76	COc1ccc(-c2noc(CCC(=O)NCCCN3CCC(C)CC3)n2)cc1	3	2
77	CCOc1cc(NC(=O)c2ccco2)c(OCC)cc1NC(=O)CCc1ccc(OC)cc1	-19	14
78	CCCOc1ccc(C2C(C(=O)OC)=C(C)N=C3SCCC(=O)N32)cc1OCC (stereo not drawn)	6	5
79	CC1CCCN(S(=O)(=O)c2coc(C(N)=O)c2)C1 (stereo not drawn)	-3	5
80	C=CCOC(=O)C1=C(C)Nc2nnnn2C1c1cccc(OC)c1OC (stereo not drawn)	?	20

nr	Jurkat autofluor	VLA-4 agonist
73	1	-4
74	1	2
75	1.1	-4
76	1	4
77	1.1	-4
78	1	-1
79	1	3
80	1.4	?

Next entries follow.
nr	structure	VLA-4 antagonist	LNCaP diff act
81	O=S(=O)(c1cccc2c(S(=O)(=O)N3CCCC3)cccc12)N1CCCC1	-1	17
82	COc1ccccc1NC(=O)Cn1c(=O)n2nc(C)nc2c2ccccc21	1	3
83	CC(=O)c1sc(NC(=O)c2ccc(Cn3cc(Br)cn3)o2)nc1C	36	3
84	CN(C)/C=C1\N=C(c2ccc3c(c2)OCO3)OC1=O	-18	7

nr	Jurkat autofluor	VLA-4 agonist
81	0.98	2
82	1	3
83	1.1	-6
84	0.92	7

Molecules shown so far that contain fluorine:
nr	structure	VLA-4 antagonist	LNCaP diff act
13	O=C(CN1C(=O)CCSc2ccccc21)Nc1ccc(F)cc1	-1	11
26	CSc1nncn1/N=C/c1cc(Cl)ccc1F	-3	4
33	O=C1N2c3ccccc3CCc3cccc(c32)C1(O)C(F)(F)F (stereo not drawn)	-8	6
34	O=C(CN1CCN(c2ccccc2F)CC1)c1ccc2cc[nH]c2c1	5	2
37	COc1ccc(N2CCN(C(CNS(=O)(=O)c3cc(F)ccc3F)c3cccnc3)CC2)cc1 (stereo not drawn)	-5	2
38	Oc1ccccc1-c1cc(C(F)(F)C(F)F)[nH]n1	-15	7
45	CCOC(=O)c1[nH]c2ccc(F)cc2c1NC(=O)C(C)N1CCc2cc(OC)c(OC)cc2C1 (stereo not drawn)	-9	11
52	COc1ccccc1Nc1nc(N)nc(CN2CCN(c3ccccc3F)CC2)n1	-24	6
69	CCCn1cnc2c(cnn2-c2ccc(F)cc2)c1=O	-17	12
70	Cc1c(C(=O)NCCN2CCOCC2)sc2nc(-c3ccc(F)cc3)cn12	26	2

nr	Jurkat autofluor	VLA-4 agonist
13	1.1	2
26	1.2	-4
33	0.98	-3
34	0.94	-2
37	1.3	-3
38	1	3
45	1	-4
52	1.1	2
69	1	0
70	1.2	-7

nr	structure	VLA-4 antagonist	LNCaP diff act
74	CN(CC(=O)Nc1ccc(F)c(Cl)c1)S(=O)(=O)c1cccc2nsnc12	-9	13

nr	Jurkat autofluor	VLA-4 agonist
74	1	2
